Source: PubChem BioAssay
EPAC2 antag: antagonists of human EPAC2. Q8WZA2. EPAC2 GEF exchange of Rap1B-BODIPY-GDP, fluorescence. Potency, µM (series often up to 114 µM), without a hit: top-dose activity, negative = inhibition, hits mostly inhibitors. 0.18% of 360,000 active. AID 720708; further: on the % scale 0 is the no-effect control and ±100 the full control effect; nearly all actives have a fitted effect of over 45% in size; many of its hits are not listed in these tables
Target sequence (Q8WZA2 whole entry, looked up): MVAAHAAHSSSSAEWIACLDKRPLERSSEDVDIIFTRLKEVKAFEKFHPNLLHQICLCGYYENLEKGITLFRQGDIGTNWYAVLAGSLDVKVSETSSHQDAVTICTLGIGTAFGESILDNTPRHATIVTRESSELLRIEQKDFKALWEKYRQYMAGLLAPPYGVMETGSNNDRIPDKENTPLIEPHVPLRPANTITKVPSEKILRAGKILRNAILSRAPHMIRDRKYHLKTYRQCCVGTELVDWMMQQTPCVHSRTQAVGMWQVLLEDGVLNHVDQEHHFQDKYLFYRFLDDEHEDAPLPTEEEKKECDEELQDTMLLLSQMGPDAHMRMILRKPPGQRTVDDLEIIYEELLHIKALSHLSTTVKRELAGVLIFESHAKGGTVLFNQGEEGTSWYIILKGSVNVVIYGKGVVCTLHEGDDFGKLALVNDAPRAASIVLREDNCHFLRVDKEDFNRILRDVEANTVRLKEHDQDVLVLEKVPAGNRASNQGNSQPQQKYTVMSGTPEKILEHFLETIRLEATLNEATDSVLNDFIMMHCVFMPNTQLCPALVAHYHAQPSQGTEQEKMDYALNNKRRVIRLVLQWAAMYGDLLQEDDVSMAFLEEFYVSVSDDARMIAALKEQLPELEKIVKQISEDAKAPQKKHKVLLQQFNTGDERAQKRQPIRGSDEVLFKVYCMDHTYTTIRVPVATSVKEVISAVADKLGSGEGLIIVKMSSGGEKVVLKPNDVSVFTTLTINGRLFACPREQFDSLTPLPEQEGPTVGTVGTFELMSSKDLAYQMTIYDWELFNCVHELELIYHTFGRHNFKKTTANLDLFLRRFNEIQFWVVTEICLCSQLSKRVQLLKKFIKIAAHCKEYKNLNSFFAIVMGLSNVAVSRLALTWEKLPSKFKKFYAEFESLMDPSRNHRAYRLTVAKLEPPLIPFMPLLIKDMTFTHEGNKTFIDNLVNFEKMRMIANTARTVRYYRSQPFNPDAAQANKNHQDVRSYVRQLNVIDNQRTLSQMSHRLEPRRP
Nrf2 inh: Nrf2 pathway inhibition; A549 ARE-Fluc reporter, luciferase luminescence, 18-24 h; Potency, µM (doses to about 46 µM), inactives show top-dose activity change, negative = inhibition, hits mostly inhibitors; 2.1% of 360,000 active; further: on the % scale 0 is the no-effect control and ±100 the full control effect; nearly all actives have a fitted effect of over 60% in size
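A549 ARE_Fluc cells, 5000/well, 5% FBS OPTI-MEM; compounds in dose-response, 18-24 h at 37 °C/5% CO2; CellTiter-Fluor viability read (Ex 405/Em 525), then BugLite luciferase luminescence = Nrf2 activity.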
TGFb SMAD3 inh: blocks TGF-b signaling | HepG2 CAGA-GFP TGF-b/SMAD3 reporter, GFP fluorescence, 18 h; TGF-beta stimulated, 500 pg/mL final | Potency, µM (titrated, usually from 46.1 µM), inactives show top-dose activity, negative = inhibition, actives largely listed as inhibitors | 1.2% of 410,000 active | AID 588855; further: on the % scale 0 is the no-effect control and ±100 the full control effect; nearly all actives have a fitted effect of over 65% in size
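TGF-beta reporter screen: HEPG2 CAGA-GFP, 1% FBS, 500 pg/mL TGF-beta final, 18 h; per-cell GFP summed per well; curves fitted and categorized by class.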
A549 viability: kills or reduces viability of A549 cells in Nrf2 counter-screen; Potency, µM (highest dose often 46 µM), for the others: top-dose activity change, negative = cytotoxicity, hits mostly inhibitors; A549 ARE-Fluc cells, CellTiter-Fluor viability, 18-24 h; AID 504648; 0.16% of 390,000 active; further: on the % scale 0 is the no-effect control and ±100 the full control effect
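Cytotoxicity counterscreen: CellTiter-Fluor fluorescence was measured in A549 ARE_Fluc cells after 18-24 h of compound exposure in a concentration series. The subsequent BugLite luminescent read reports ARE-luciferase activity.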
HepG2 tox: counter-screen for TGF-b inhibitors: cytotoxicity in HepG2 cells. HepG2 CAGA-GFP viability, ATP luminescence, 18 h. 0.76% of 410,000 active. AID 588856. Potency, µM (highest dose often 46.1 µM), for the others: at the highest dose activity change, negative = cytotoxicity, usual class: cytotoxic; further: some results filed as inactive show a strong effect at the top dose
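CellTiter-Glo luminescence gave cytotoxicity after 18 hours at 37 degrees C. The cells were HepG2 CAGA-GFP in 1% FBS DMEM, stimulated with 500 pg/mL TGF-beta after compound addition. %Activity was normalised to no-cell wells (complete cell-killing) and DMSO (no toxicity), and curves were fitted and classified.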
ATXN viability: viability counter-screen for ATXN expression inhibitors | 0.49% of 400,000 active | S2 cells (HEK-293 line with an ATXN2-luciferase reporter) viability, CellTiter-Fluor protease fluorescence, 24 h | Potency, µM (top dose mostly 56.7 µM), hits mostly cytotoxic | AID 651635; further: nearly all actives have a fitted effect of over 40% in size
ATXN2 expr inh: reduces ATXN2 reporter expression in HEK-293 cells; HEK-293 ATXN2-luciferase reporter, luminescence, 24 h; Potency, µM (highest dose often 57 µM), inactives show at the top dose activity change, negative = inhibition, actives largely listed as inhibitors; 0.72% of 360,000 active; AID 1745845; further: on the % scale 0 is the no-effect control and ±100 the full control effect; nearly all actives have a fitted effect of over 55% in size
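ATXN2-luciferase reporter cells (luciferase flanked by upstream and downstream ATXN2 gene portions) were treated 24 h at 37 °C with compounds at up to 57 uM. SteadyGlo luminescence gave expression; GF-AFC fluorescence gave viability.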
Nrf2 ARE act: activates Nrf2 signaling; AREc32 ARE-luciferase reporter (MCF7-derived line), luminescence, 24 h; 0.31% of 410,000 active; Potency, µM (titrated, usually from 46.1 µM), for inactives: top-dose activation, actives largely listed as activators; further: % of control where 0% means no effect; nearly all actives have a fitted effect of over 65% in size
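Luciferase luminescence (Steady-Glo, 30 min at room temperature) served as the read-out of ARE activation in AREc32 cells treated with compounds for 24 hr at 37 deg C.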
MCF10A rereplic: induces DNA re-replication in MCF 10a normal breast cells; MCF 10A DNA re-replication, Hoechst nuclear intensity, 48 h; Potency, µM (series often up to 46.1 µM), for inactives: at the top dose activity, positive = re-replication, hits mostly activators; 2.9% of 350,000 active; further: % of control where 0% means no effect; nearly all actives have a fitted effect of over 50% in size
Starred values were filed as active, the others as inactive; i = inactive; ? = inconclusive; . = not tested or not shown; & = joins results of further samples; [ ] = dose if it differs, or a comment. The call rests on the fitted dose curve; in most records, active means well fitted curve in the direction sought with a large enough effect; inconclusive means small, poorly fitted or top-dose-only effect, or another doubt; inactive means no such curve, though single readings can be large; an effect the other way counts as inactive or inconclusive. Potency means the concentration at half of the fitted maximal effect. Not all compounds are listed, so the mix of outcomes need not match the whole.

SMILES	EPAC2 antag	Nrf2 inh	TGFb SMAD3 inh	A549 viability	HepG2 tox	ATXN viability	ATXN2 expr inh	Nrf2 ARE act	MCF10A rereplic
COc1ccc(C(=O)NNC(=O)CSc2nnc(C)n2C)cc1	1%	-7%	-2%	-7%	0%	i	-14%	-0.1%	-10%
CCCOc1ccc(/C=N/NC(=O)CN(c2ccc(OCC)cc2)S(C)(=O)=O)cc1	-19%	-6%	?	4%	-30%	i	0%	3.0%	14%
CCN(CC)CCn1c2c(c(SCC(=O)Nc3cccc(C(F)(F)F)c3)nc1=O)CCC2	.	.	-7%	13%	-10%	.	.	-0.5%	.
CCSc1nnc(NC(=O)CCc2ccc(OC)cc2)s1	-9%	3%	-3%	8%	-9%	i	2%	-0.7%	11%
NC(=O)N1CCC2(CC1)NC(=O)N(c1ccccc1)N2	23%	-27%	?	-7%	0%	i	-10%	-0.5%	0%[9.22 µM]
CCN(CC)C(=O)C(=O)c1cccn1-c1cccc(-n2cccc2C(=O)C(=O)N(CC)CC)c1C#N	-5%	0%	-4%	3%	-17%	i	-20%	-0.4%	8%
C[C@H]1CN([C@@H](C)CO)C(=O)CCCn2nncc2CO[C@H]1CN(C)S(=O)(=O)c1ccc(Oc2ccccc2)cc1	-7%	.	15%	.	-7%	?	0%	-0.4%	.
CCn1c(=O)cc(OCC(=O)NCCCN2CCCC2=O)c2ccccc21	-4%	-13%	-5%	8%	-4%	i	16%	11%	0%
Cc1ccnc(Nc2nc3ccccc3o2)n1	0%	?	-11%	-5%	-58%	i	?	-4.7%	4%
O=C(Nc1ccc(F)c(Cl)c1)c1cc(C2CCCCN2C(=O)CCCc2ccccc2)on1 (stereo not drawn)	2%	.	-15%	.	-32%	i	-10%	4.3%	.
Cn1c(SCC(=O)Nc2ccc(F)cc2)nc2c(c1=O)SCC2	13%	?	2%	9%	0%	i	-11%	0.5%	-2%
COc1ccccc1NC(=O)c1c(NCc2ccc(C)o2)sc2c1CCC(C)C2 (stereo not drawn)	.	.	?	-27%	-22%	?	?	?	.
Cc1ccc(C)c(C(=O)Nc2cc(C)nn2-c2nc(C)cc(C)n2)c1	-10%	?	-4%	-7%	-18%	i	-19%	2.9%	?
CC(=O)c1ccc(N2C(=O)C3C4C=CC(CC4)C3C2=O)cc1 (stereo not drawn)	2%	6%	-2%	1%	13%	i	4%	0.3%	3%
CC1CN(S(=O)(=O)c2cccc(C(=O)N(CCc3ccccc3)Cc3ccccc3)c2)CC(C)O1 (stereo not drawn)	10%	?	?	2%	0%	i	-18%	6.5%	?
CCCN(C(=O)c1cccs1)c1nnc(-c2ccncc2)s1	3%	-8%	17%	-18%	-1%	i	10%	10%	-5%
CC1CCCN(CC(O)COc2ccc3c(c2)OCO3)C1 (stereo not drawn)	2%	-5%	-1%	?	-5%	i	0%	-0.2%	12%
CCc1cc(C(=O)N=Nc2c(O)[nH]c3c(Br)cc(Br)cc23)c2ccccc2n1	6%	-7%	-19%	-1%	14%	i	-14%[11.3 µM]	8.0%	?
CCC1CCCCN1CCCNC(=O)c1ccc(CS(=O)(=O)c2ccc(Br)cc2)o1 (stereo not drawn)	3%	-9%	11%	-1%	-5%	i	.	-0.4%	-7%
CC(C)C(=O)N1c2ccccc2NC2=C(C(=O)CCC2)C1c1ccc(N(C)C)cc1 (stereo not drawn)	-2%	4%	-11%	-1%	-2%	i	-29%	-0.9%	7%
Cc1c(NC(=S)Nc2ccccc2)c(=O)n(-c2ccccc2)n1C	11%	?	-12%	0%	-6%	i	0%	-0.6%	0%
CC(Oc1ccccc1Cl)C(=O)N1CCOCC1 (stereo not drawn)	-1%	16%	8%	-4%	-14%	i	-14%	-0.2%	5%
O=[N+]([O-])c1ccc2ncnc(Nc3ccc4c(c3)OCCO4)c2c1	-2%	-14%	13%	-14%	6%	i	2%	2.6%	4%
CCN1CCN(C(c2ccc(F)cc2)c2nnnn2Cc2ccc3c(c2)OCO3)CC1 (stereo not drawn)	1%	1%	-3%	4%	-4%	i	-30%	0.0%	0%
Cc1ccc(C(NC(=O)N2CCN(C)CC2)C(Cl)Cl)cc1F (stereo not drawn)	3%	1%	-4%	6%	-16%	i	23%	0.0%	0%
COc1ccc(NC(=O)CN(C)C(=O)Cc2ccc(-c3ccccc3)cc2)cc1	18%	-5%	0%	-2%	-35%	i	5%	0.1%	2%
O=C(N/N=C/c1ccc(Br)s1)c1cccc([N+](=O)[O-])c1	3%	0%	0%	1%	-56%	i	-23%	15%	?
CC(C)Oc1ccc(CNS(=O)(=O)c2ccc3c(c2)C(C)(C)C(=O)N3C)cc1	.	19%	?	6%	-34%	i	7%	-0.2%	.
Cc1nn(C)c(C)c1CNC(=O)Nc1cccc(Cl)c1	-3%	?	-1%	1%	-45%	i	11%	1.6%	-3%
Fc1ccc(NC(=S)Nc2cccc3cnccc23)cc1	0%	?	12%	-7%	0%	i	-18%	9.7%	8%
CC(=O)NCCCc1nc2ccccc2n1Cc1cc(C)ccc1C	-9%	-3%	0%	0%	9%	i	-15%[11.3 µM]	-0.1%	0%
COc1ccccc1CNC(=O)CN1CCC(n2cnc3cc(F)ccc32)CC1	7%	-16%	-8%	-11%	-3%	i	.	1.0%	11%
Cc1ccsc1CN(C)CC(=O)Nc1ccccc1C(=O)NC1CC1	-5%	6%	-13%	0%	1%	i	-4%	0.2%	1%
O=C(CN1CCSC1=NCc1ccccc1)c1ccc(Cl)cc1	-6%	4%	-6%	2%	-32%	i	-9%	0.3%	-3%
COc1cccc(-c2nnc(-c3ccccc3[N+](=O)[O-])o2)c1	5%	?	10%	0%	-9%	i	46%[activator]	1.9%	17%
O=C(Nc1ccccc1C(=O)OCC(=O)N1CCc2ccccc2C1)c1ccco1	9%	?	-28%	9%	0%	i	18%	0.6%	-1%
CC1CCN(C(=O)CSc2nnc(N)s2)CC1	8%	10%	?	0%	8%	i	2%	-0.7%	-1%
O=C(Cn1cnc([N+](=O)[O-])n1)N/N=C/c1cccc(Cl)c1	-28%[57.1 µM]	2%	-18%	11%	-19%	i	.	5.3%	28%
COc1ccc(OCCC(=O)Nc2ccccc2)cc1	-10%	4%	20%	-4%	-19%	i	.	0.8%	12%
C=CCc1cccc(/C=N/NC(=O)CCC(=O)Nc2ccc(C)cc2)c1O	13%	-3%	-42%	-5%	-39%	i	14µM*	-0.5%	1%

Some of the entries above in another layout:
O=C(Cn1cnc([N+](=O)[O-])n1)N/N=C/c1cccc(Cl)c1
  EPAC2 antag: -28%[57.1 µM]
  Nrf2 inh: 2%
  TGFb SMAD3 inh: -18%
  A549 viability: 11%
  HepG2 tox: -19%
  ATXN viability: i
  ATXN2 expr inh: .
  Nrf2 ARE act: 5.3%
  MCF10A rereplic: 28%

CC(=O)NCCCc1nc2ccccc2n1Cc1cc(C)ccc1C
  EPAC2 antag: -9%
  Nrf2 inh: -3%
  TGFb SMAD3 inh: 0%
  A549 viability: 0%
  HepG2 tox: 9%
  ATXN viability: i
  ATXN2 expr inh: -15%[11.3 µM]
  Nrf2 ARE act: -0.1%
  MCF10A rereplic: 0%

Following part
SMILES	EPAC2 antag	Nrf2 inh	TGFb SMAD3 inh	A549 viability	HepG2 tox	ATXN viability	ATXN2 expr inh	Nrf2 ARE act	MCF10A rereplic
O=C(Cc1ccccc1)c1ccc(O)cc1	-3%	-1%	-9%	-1%	-5%	i	40%[activator]	2.4%	-1%
CC(=O)N1CCN(c2nc3ccc(Br)cc3s2)CC1	5%	9%	-8%	10%	1%	i	.	5.5%	3%
CCOC(=O)C1CCN(c2cc3c(cc2NC(=O)c2cc(OC)ccc2Br)n(C)c(=O)n3C)CC1	-18%	12%	11%	0%	-3%	i	9%	3.9%	9%
CCC(=O)N1CCc2cc(Br)cc(S(=O)(=O)CCC(=O)NCCc3ccccc3)c21	8%	7%[9.27 µM]	1%&-1%	-14%&0%	-17%&-14%	?	-6%&3%	0.1%&-0.4%	3%
Cc1nc2c(-c3ccccc3)c(C)nn2c(C)c1CCC(=O)NC(C)CCc1ccco1 (stereo not drawn)	-9%	?	-18%	11%	-15%	i	?	6.3%	13%
NC(=O)c1cc(-c2csc(NCCc3ccccc3)n2)ccc1O	0%	-18%	?	-4%	-6%	i	23%	18%	?
O=S(=O)(Nc1cccc(-c2ccc3nncn3n2)c1)c1cc(F)ccc1F	-1%	-26%	26%	2%	-35%	i	8%	3.5%	1%
O=C(Nc1ccc(N2CCCC2)cc1)c1ccc(Br)cc1	5%	-4%	-3%	-3%	-1%	i	.	0.4%	-5%
CN(C)c1ccc(C(=S)NC2CCCCC2)cc1	-6%	?	-7%	4%	-36%	i	36%	3.9%	3%

Gathered by group, the compounds so far with bromine (seven)
SMILES	EPAC2 antag	Nrf2 inh	TGFb SMAD3 inh	A549 viability	HepG2 tox	ATXN viability	ATXN2 expr inh	Nrf2 ARE act	MCF10A rereplic
CCc1cc(C(=O)N=Nc2c(O)[nH]c3c(Br)cc(Br)cc23)c2ccccc2n1	6%	-7%	-19%	-1%	14%	i	-14%[11.3 µM]	8.0%	?
CCC1CCCCN1CCCNC(=O)c1ccc(CS(=O)(=O)c2ccc(Br)cc2)o1 (stereo not drawn)	3%	-9%	11%	-1%	-5%	i	.	-0.4%	-7%
O=C(N/N=C/c1ccc(Br)s1)c1cccc([N+](=O)[O-])c1	3%	0%	0%	1%	-56%	i	-23%	15%	?
CC(=O)N1CCN(c2nc3ccc(Br)cc3s2)CC1	5%	9%	-8%	10%	1%	i	.	5.5%	3%
CCOC(=O)C1CCN(c2cc3c(cc2NC(=O)c2cc(OC)ccc2Br)n(C)c(=O)n3C)CC1	-18%	12%	11%	0%	-3%	i	9%	3.9%	9%
CCC(=O)N1CCc2cc(Br)cc(S(=O)(=O)CCC(=O)NCCc3ccccc3)c21	8%	7%[9.27 µM]	1%&-1%	-14%&0%	-17%&-14%	?	-6%&3%	0.1%&-0.4%	3%
O=C(Nc1ccc(N2CCCC2)cc1)c1ccc(Br)cc1	5%	-4%	-3%	-3%	-1%	i	.	0.4%	-5%
